Screens as filed in PubChem BioAssay.
mHTT CaM bind = mutant huntingtin-calmodulin interaction inhibitors – biochemical, AlphaScreen, primary screen | actives 3.6% (n = 190,000) | AlphaScreen His-mHTT/GST-CaM binding, luminescence | inhibition, % at 15 µM | P42858;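 note: 0% = both proteins with DMSO and 100% = one protein alone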
Pf apPOL block = Pf-apPOL inhibitors, biochemical, fluorescence; actives 0.25% (n = 210,000); Recombinant Pf-apPOL, molecular beacon fluorescence, 1.5 h; Plasmodium falciparum apicoplast DNA polymerase (apPOL); inhibition, % at 10 µM
The depositor's hits bear a star; i = inactive; x = not tested or not shown; & = joins results of further samples. Cut-off read from the data, not from the text of the source: active = inhibition above about 50%; inactive = the rest.

Every second line gives: Pf apPOL block	mHTT CaM bind
- COc1cccc2cc(-c3cc(=O)oc4cc(OC(=O)N(C)C)ccc34)c(=O)oc12
→ -10	4
- NC1CC1c1ccccc1 (stereo unspecified)
→ 5	x
- Cc1ccccc1N1CCN(Cc2ccc(Br)cc2)CC1
→ -3	-4
- CCN1CCC(NC2C3CC4CC(C3)CC2C4)CC1 (stereo unspecified)
→ 5	-6
- CN(C(=O)Oc1ccc(F)cc1)c1ccccc1
→ -1	-12
- CC(C)N1CCN(Cc2ccncc2)CC1
→ -5	2
- CCC(C)N1CCN(C(=O)COc2ccc(Br)cc2)CC1 (stereo unspecified)
→ 1	-2
- O=[N+]([O-])/C=C\c1ccc2c(c1)OCO2
→ x	5
- COc1ccc(O)c(CN2CCN(C)CC2)c1
→ 0	-3
- CN(C(=O)c1ccc(N2CC3CC(C2)c2cccc(=O)n2C3)c(N)c1)C1CCCCC1 (stereo unspecified)
→ -2	7
- N#CC(C#N)=Cc1ccc([N+](=O)[O-])s1
→ x	44
- Cc1cccc(NC(c2ccc(N(C)C)cc2)c2ccc3ccc(C)nc3c2O)n1 (stereo unspecified)
→ -4	100*
- C=CCN1C(=O)c2ccccc2Sc2ccc(C(=O)N3CCC4(CC3)OCCO4)cc21
→ -5	39
- COc1ccc(OC)c(/C=N/OC(=O)Nc2ccc(Cl)cc2)c1
→ 4	i
- COCC(C)NC1CCSC1 (stereo unspecified)
→ -4	2
- CC=Cc1cc(OC)c(OC)cc1OC
→ -8	x
- C/C(=C\c1ccc(N(C)C)cc1)[N+](=O)[O-]
→ -6	29
- CC(=O)c1ccc(Cl)c(-n2c(=S)[nH]c3ccccc3c2=O)c1
→ -1	x
- c1ccc(C2(c3ccccc3)CC2C2=NCCN2)cc1 (stereo unspecified)
→ -1	x
- O=S(=O)(c1cc(Cl)c(O)c(Cl)c1)c1cc(Cl)c(O)c(Cl)c1
→ -4	-6
- CCOC(=O)c1ccc(Oc2coc3cc(OC(=O)N(C)C)ccc3c2=O)cc1
→ -7	-1
- CCCCS(=O)(=O)N1CCC2(C1)C(=O)N(C)c1ccc(OC)cc12 (stereo unspecified)
→ 5	12
- COc1ccc2c(c1)C1(CCN(C(=O)C(C)(C)C)C1)C(=O)N2 (stereo unspecified)
→ -4	-4
- COc1ccccc1N1C(=O)CC(=O)NC1=O
→ -3	0
- Cc1ccc(C=C2CC3C4CCC5CCCCC5(C)C4CCC3(C)C2O)o1 (stereo unspecified)
→ -11	1
- CC12CCC3C(CCC4CC(O)CCC43C)C1CC(=Cc1ccccc1)C2=O (stereo unspecified)
→ -7	6
- CC(=O)NS(=O)(=O)c1ccc(NC(=O)c2cccn(Cc3ccccc3C)c2=O)cc1
→ -1	-12
- CCN1CCN(Cc2cc(Br)ccc2OC)CC1
→ -2	2
- Cc1nnc2n1-c1ccc(Br)cc1C(c1ccccc1Cl)=NC2
→ -3	2
- COc1ccc(CN2CCCCC2c2cccnc2)cc1C (stereo unspecified)
→ -2	5

Some of the entries so far, field by field.
COc1ccc2c(c1)C1(CCN(C(=O)C(C)(C)C)C1)C(=O)N2 (stereo unspecified)
- Pf apPOL block: -4
- mHTT CaM bind: -4

COc1ccccc1N1C(=O)CC(=O)NC1=O
- Pf apPOL block: -3
- mHTT CaM bind: 0

Of the compounds above, 4 contain bromine:
Every second line gives: Pf apPOL block	mHTT CaM bind
- Cc1ccccc1N1CCN(Cc2ccc(Br)cc2)CC1
→ -3	-4
- CCC(C)N1CCN(C(=O)COc2ccc(Br)cc2)CC1 (stereo unspecified)
→ 1	-2
- CCN1CCN(Cc2cc(Br)ccc2OC)CC1
→ -2	2
- Cc1nnc2n1-c1ccc(Br)cc1C(c1ccccc1Cl)=NC2
→ -3	2

Later entries.
Every second line gives: Pf apPOL block	mHTT CaM bind
- O=C1NC(=O)C(CCc2ccncc2)(CCc2ccncc2)C(=O)N1CCc1ccc(F)cc1
→ 2	3
- O=[N+]([O-])c1ccc(CN2CCN(Cc3ccc4c(c3)OCO4)CC2)cc1
→ 2	17
- CCOc1cccc(N2C(=O)CC(=O)NC2=O)c1
→ -8	2
- CC(C)c1ccc(OP(N)(=O)Oc2ccccc2F)cc1 (stereo unspecified)
→ -6	-1
- Cc1cc(N2CCNCC2)c2ccccc2n1
→ -6	2
- O=C(Nc1ncc([N+](=O)[O-])s1)c1cccn(Cc2ccc(Cl)cc2Cl)c1=O
→ 6	-4
- CN1C(=O)CN=C(c2ccccc2Cl)c2cc(Br)ccc21
→ -6	2
- O=[N+]([O-])c1ccccc1CN1CC=C(c2ccc(F)cc2)CC1
→ 0	6
- CN1CCc2cc3c(cc2C1C1OC(=O)c2c1ccc1c2OCO1)OCO3 (stereo unspecified)
→ -9	x
- NCCc1nc2ccccc2[nH]1
→ -1	-5
- CN1[C@@H]2CC[C@H]1CC(O)C2 (stereo partly specified)
→ x	-9
- Nc1ccc([N+](=O)[O-])cc1C(=O)c1ccccc1
→ -5	14
- Cc1cc(C)c2oc(=O)cc(CN3CC4CC(C3)c3cccc(=O)n3C4)c2c1 (stereo unspecified)
→ 10	9
- CC(=NO)C(=O)c1ccccc1
→ -14	x
- CCN1CCN(C(=O)Cc2ccccc2OC)CC1
→ -6	0
- C=CCN1C(=O)NC(=O)C(CCc2ccncc2)(CCc2ccncc2)C1=O
→ -3	1
- CCC1C(=O)NC(=O)N(c2ccccc2)C1=O (stereo unspecified)
→ -16	0
- CC1CCC2C(C)C(=O)OC3OC4(C)CCC1C32OO4 (stereo unspecified)
→ -1	x
- N#CCc1cccc(CC#N)c1
→ 1	x
- Cc1cc([C@@H]2CCCN2C)on1
→ 4	x
- CC1N=C(c2ccccc2)c2ccccc2N(CC(=O)NCc2ccco2)C1=O (stereo unspecified)
→ -15	1
- O=C(NC(O)C(Cl)(Cl)Cl)c1ccc(F)cc1 (stereo unspecified)
→ -6	-2
- O=[N+]([O-])c1c(Br)c([N+](=O)[O-])c2n[nH]nc2c1Br
→ -4	88*
- CC/C(=C\c1cc(Br)c(O)c(OC)c1)[N+](=O)[O-]
→ 0	39
- CCCCc1nc2ccccc2c(=O)n1-c1ccc([N+](=O)[O-])cc1
→ -3	4
- CC1CN(c2ccc(C(F)(F)F)cc2[N+](=O)[O-])CCN1 (stereo unspecified)
→ 4	0
- O=C(O)Cc1cnc[nH]1
→ 3	x
- CCCN1CCc2cccc3c2[C@H]1Cc1ccc(O)c(O)c1-3
→ 3	x
- COc1ccc2c(c1)C1(CCN(C(=O)NCc3ccc(C)cc3)C1)C(=O)N2 (stereo unspecified)
→ -5	15
- Cc1ccc2c(c1)N(CCC(=O)N1CCC3(CC1)OCCO3)C(=O)C(C)O2 (stereo unspecified)
→ 4	-4
- NCCSc1c[nH]c2ccccc12
→ x	13
- O=[N+]([O-])c1ccccc1CNCCc1c[nH]c2ccccc12
→ -3	2
- O=[N+]([O-])c1ccc(N2CCNCC2)cc1N1CCOCC1
→ -1	3&10
- COc1cc(/C=C/[N+](=O)[O-])cc(I)c1OCc1ccccc1
→ -4	4
- O=[N+]([O-])C=Cc1cccc(C(F)(F)F)c1
→ 2&-11	x
- O=c1c2ccccc2nc(-c2ccco2)n1-c1ccc(F)cc1
→ -5	2
- CCCN1CCC[C@@H]2Cc3nc(N)ncc3C[C@H]21
→ -3	x
- COc1ccc(CCC(=O)N2CCC3(C2)C(=O)N(C)c2ccc(OC)cc23)cc1 (stereo unspecified)
→ -9	7
- CCOc1ccc(NC(=O)N2CCC3(C2)C(=O)Nc2ccc(OC)cc23)cc1 (stereo unspecified)
→ -8	16
- C=C(C)c1cc2cc(C(C)=O)c(O)cc2o1
→ -6	x
- C1CN(C23CC4CC(CC(C4)C2)C3)CCN1
→ -10	-1
- O=C(O)C1CN(C2CC2)c2cc(N3CCNCC3)c(F)cc2C1=O (stereo unspecified)
→ 3	-2
- O=C(NC(=O)c1c(F)cccc1F)Nc1ccc(Cl)cc1
→ -4	4
- CN1CCN(Cc2ccsc2)CC1
→ -6	-3
- Cc1ncc(CNC(=O)N(CCCl)N=O)c(N)n1
→ 7	x
- O=[N+]([O-])c1ccc(N2CCCC2)c2ncccc12
→ -2	7&6
- CC(Cc1ccc(O)cc1)NCC(O)c1cc(O)cc(O)c1 (stereo unspecified)
→ 13	x
- COc1c2c(cc3c1OCO3)CC[N+](C)=C2
→ -11	x
- COc1cc(/C=C/[N+](=O)[O-])cc(Cl)c1OCc1ccccc1
→ -1	9
- Cc1ncsc1CCCl
→ -3	x
- Cc1ccc(-c2nc3ccccc3c(=O)n2-c2nccs2)cc1
→ -6	-4
- COc1ccc(-n2c(/C=C/c3cccnc3)nc3ccccc3c2=O)cc1Cl
→ -4	3
- COc1ccc(Oc2c(C)oc3cc(OC(=O)N(C)C)ccc3c2=O)cc1
→ -6	-7
- OCCN1CCN(Cc2cccc(Cl)c2Cl)CC1
→ -4	-6
- CCOc1cc(/C=C/[N+](=O)[O-])ccc1O
→ -1	42
- O=c1c2ccccc2nc(-c2ccccc2Cl)n1-c1ccccc1O
→ -2	-25
- O=c1c2ccccc2nc(C(F)(F)F)n1-c1ccc(Br)cc1
→ -3	-4
- CN1C2CCC1CC(N=Cc1ccccc1)C2 (stereo unspecified)
→ -6	x
- COc1ccccc1CN1CCN(Cc2cccc(F)c2)CC1
→ -11	1
- CC(=O)c1ccc(OC(NC(=O)c2ccco2)C(Cl)(Cl)Cl)cc1 (stereo unspecified)
→ 2	2

Full records, looked up by structure. Values in the order: Pf apPOL block, mHTT CaM bind
CCCCS(=O)(=O)N1CCC2(C1)C(=O)N(C)c1ccc(OC)cc12 (stereo unspecified) is listed with 5, 12
N#CC(C#N)=Cc1ccc([N+](=O)[O-])s1 is listed with x, 44
CC(=O)c1ccc(Cl)c(-n2c(=S)[nH]c3ccccc3c2=O)c1 is listed with -1, x
CC12CCC3C(CCC4CC(O)CCC43C)C1CC(=Cc1ccccc1)C2=O (stereo unspecified) is listed with -7, 6
Cc1nnc2n1-c1ccc(Br)cc1C(c1ccccc1Cl)=NC2 is listed with -3, 2

(continued)
Every second line gives: Pf apPOL block	mHTT CaM bind
- COc1cc2c(cc1O)CCNC2C (stereo unspecified)
→ 5&3	-1&-5
- OC12CCCCC1C(c1ccccc1F)NCC2 (stereo unspecified)
→ -6	-1
- OC1CCCN(CCc2ccccc2)C1 (stereo unspecified)
→ -3	-6
- COc1ccc(CNCCc2cccc(F)c2)cc1OC
→ 1	-8
- COc1cccc(N2CCN(Cc3ccccc3[N+](=O)[O-])CC2)c1
→ -1	22
- Fc1ccc(CNC2=NCCS2)cc1
→ -1	x
- COc1ccc(CN(C)C)c(OC(=O)N(C)C)c1
→ -5	-3
- c1ccc(CN2CCN(Cc3ccc4c(c3)OCCO4)CC2)cc1
→ -8	-1
- O=C(CN1CCOCC1)Nc1ccc(Br)cc1C(=O)c1ccccc1
→ -4	3
- Cc1ccc(-c2nc3ccccc3c(=O)n2-c2cccc([N+](=O)[O-])c2)cc1
→ 0	1
- CCCCCCC1C(C#N)=C(N)Oc2c1c(=O)oc1ccccc21 (stereo unspecified)
→ -3	-8
- C[C@@H]1COc2cccc(N3CCN(C)CC3)c2S(=O)(=O)N1
→ -2	-11
- Nc1cc(C(=O)Nc2ccc(Cl)cc2)ccc1N1CC2CC(C1)c1cccc(=O)n1C2 (stereo unspecified)
→ -7	39
- CCOC(=O)[C@]12Cc3cc(C)ccc3[C@H]1N(Cc1ccccc1)C(=O)c1cc(F)c(F)cc12
→ -3	-20
- C=CCOc1ccccc1CN1CCN(c2ccccc2F)CC1
→ 2	-16
- COCCN1CCC(N2CCCN(C(=O)COc3cccc(C)c3)CC2)C1=O (stereo unspecified)
→ 1	22
- CN1CCN(c2ccc(C(N)=O)cc2[N+](=O)[O-])CC1
→ -2	-2
- COc1ccc2c(c1)C1(CCN(C(=O)c3ccccc3OC)C1)C(=O)N2C (stereo unspecified)
→ -2	8

Individual results from the results shown.
Reading of COc1ccc(Oc2c(C)oc3cc(OC(=O)N(C)C)ccc3c2=O)cc1 in Pf apPOL block: -6
Reading of O=[N+]([O-])c1ccc(N2CCNCC2)cc1N1CCOCC1 in Pf apPOL block: -1

Some of the compounds tested; count on the stated rates, not on these rows.
